# Screening data (PubChem)
# GPR7 antag – blocks human GPR7 receptor signaling | P48145 | GPR7-expressing cells, fluorescence antagonist assay | inhibition, % at 4.4 µM | AID 1861 | 290,000 tested, 1.1% active; in the data active means inhibition above about 16%, passing the limit was not always enough;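 further: cells stimulated with the agonist NPW; 0% = agonist with vehicle and 100% = vehicle without agonist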
# Target sequence (P48145 whole entry, looked up): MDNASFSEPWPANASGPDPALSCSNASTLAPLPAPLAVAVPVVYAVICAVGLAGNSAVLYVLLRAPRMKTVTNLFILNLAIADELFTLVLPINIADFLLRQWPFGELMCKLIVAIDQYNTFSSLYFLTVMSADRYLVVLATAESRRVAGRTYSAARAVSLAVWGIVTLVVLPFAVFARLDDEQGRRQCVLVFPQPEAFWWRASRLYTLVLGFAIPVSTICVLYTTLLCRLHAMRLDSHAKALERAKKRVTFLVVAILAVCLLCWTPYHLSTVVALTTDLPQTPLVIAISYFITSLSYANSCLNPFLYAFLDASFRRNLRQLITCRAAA
# MEKK2 mut-MEK5 – signal of MEK5 binding to mutant human MEKK2 PB1 domain. bead flow cytometry, Alexa488-MEK5 binding to MEKK2 mutant. percent response, % at 10 µM. 290,000 tested, 0.35% active. AID 1530; in the data active means percent response above about 24%, passing the limit was not always enough; further: inactives centre near 1; some results filed as inactive read as strong as hits
# OXTR agonist – human OXTR agonism | CHO-OTR cells, Fluo-8 calcium fluorescence; normalized: DMSO 0%, oxytocin 100% | AID 2435 | activation, % at 3 µM | P30559 | 320,000 tested, 0.32% active;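 active means activation above the mean of all tested compounds plus 3 SD, cutoff set per screening run, cut at about 20% in these data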;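 further: peak over basal fluorescence ratio from a 100 s FLIPR kinetic read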
# NALP1 yeast inh – NALP1 inhibition; AID 2071; S. cerevisiae NALP1/ASC/caspase-1 growth, X-gal OD620, 72 h; inhibition, % at 10 µM; 280,000 tested, 0.61% active; in the data active means inhibition mostly above about 24%, no sharp cut-off; inactive means mostly below about 32%; further: some compounds called inactive have numbers as strong as hits
# MEKK2 WT-MEK5 – raises or lowers MEK5 binding to wildtype human MEKK2 PB1 domain | AID 1531 | 290,000 tested, 1.1% active | bead flow cytometry, Alexa488-MEK5 binding to MEKK2 WT; actives lie on both sides | Q9Y2U5 | binding response (% of control), % at 10 µM; in the data active means binding response below about 67% or above about 130%
# GalR3 antag – antagonists of human GalR3. O60755. AID 651719. HEK293 GalR3-CNG cAMP membrane potential fluorescence; galR3 body fused to GalR1 C-terminus. inhibition, % at 3 µM. 360,000 tested, 0.44% active;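 active means inhibition above the screen-wide average plus 3 SD, cut at about 13% in these data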;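 further: forskolin and galanin both at EC90 stimulate the cells; cAMP rise reported by CNG channel membrane potential dye signal; 0% = forskolin plus galanin with DMSO and 100% = forskolin alone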
# Target sequence (O60755 1-299 limits assumed): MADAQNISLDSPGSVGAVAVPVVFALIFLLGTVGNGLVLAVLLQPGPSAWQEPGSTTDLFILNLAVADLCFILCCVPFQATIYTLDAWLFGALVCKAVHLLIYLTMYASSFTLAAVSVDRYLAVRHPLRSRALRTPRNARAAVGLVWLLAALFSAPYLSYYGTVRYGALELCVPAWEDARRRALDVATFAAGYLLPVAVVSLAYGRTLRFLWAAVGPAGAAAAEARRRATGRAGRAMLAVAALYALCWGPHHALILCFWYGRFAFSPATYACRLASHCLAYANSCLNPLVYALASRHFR
# PfM18AAP inh – PfM18AAP enzyme inhibition; recombinant PfM18AAP, H-Glu-NHMec fluorogenic cleavage; inhibition, % at 7.35 µM; 290,000 tested, 1.2% active;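 active means inhibition above the campaign mean inhibition over all tested compounds plus 3 SD, cut at about 28% in these data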;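 further: 0% = plate median of test compound wells and 100% = 2 mM ZnCl2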
# OXTR potentiate – potentiators of human oxytocin receptor. 320,000 tested, 0.061% active. activation, % at 3 µM. CHO-OTR cells, Fluo-8 calcium fluorescence, potentiator mode; 0% = oxytocin EC15, 100% = EC100. P30559;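 active means activation above that plate's cutoff, the mean activation of tested compounds plus 3 SD, cut at about 6.6% in these data, passing the limit was not always enough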;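 further: 100% uses oxytocin at 75 nM as the full agonist control; some results filed as inactive read as strong as hits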
#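 Material: human OTR in CHO cells. Compound: 3.0 µM, one dose. Timing: compound 6 min at room temperature before oxytocin, 100 s read. Evaluation: % activation of max/min ratio relative to oxytocin controls. Replication: single well per compound, singlicate. Signal: Fluo-8 calcium dye fluorescence.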
# V1aR counter – activates human V1a receptor in oxytocin agonist counter-screen | 320,000 tested, 0.25% active | CHO-V1R cells, Fluo-8 calcium fluorescence, agonist mode; 0% DMSO, 100% 3 nM vasopressin | P37288 | activation, % at 3 µM;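 active means activation above the mean activation of all tested compounds plus 3 SD, per screening run, cut at about 20% in these data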;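 further: signal is peak over basal fluorescence ratio across a 100 second FLIPR read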
# Target sequence (P37288 whole entry, looked up): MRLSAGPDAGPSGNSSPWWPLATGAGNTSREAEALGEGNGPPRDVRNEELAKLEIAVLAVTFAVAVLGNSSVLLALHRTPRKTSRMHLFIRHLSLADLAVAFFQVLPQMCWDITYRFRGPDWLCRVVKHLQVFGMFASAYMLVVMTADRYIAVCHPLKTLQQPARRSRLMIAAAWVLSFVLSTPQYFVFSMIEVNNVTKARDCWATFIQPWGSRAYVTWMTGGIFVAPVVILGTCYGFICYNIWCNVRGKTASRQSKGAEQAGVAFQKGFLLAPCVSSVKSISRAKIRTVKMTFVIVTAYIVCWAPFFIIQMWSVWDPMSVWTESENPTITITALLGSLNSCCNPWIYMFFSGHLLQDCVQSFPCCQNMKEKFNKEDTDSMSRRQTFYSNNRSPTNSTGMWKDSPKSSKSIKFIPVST
# The depositor's hits bear a star; / = not tested or not shown.
No.	Structure	GPR7 antag	MEKK2 mut-MEK5	OXTR agonist	NALP1 yeast inh	MEKK2 WT-MEK5	GalR3 antag	PfM18AAP inh	OXTR potentiate	V1aR counter
1	CCC(C)NC(=O)C1c2ccccc2C(=O)N1Cc1cc(OC)ccc1OC (configuration not stated)	-2	0	-1.4	14	100	-7	5	-14	-0.1
2	O=C(COC(=O)CCC(=O)c1cccs1)NCc1ccccc1	-18	-13	0.1	1	93	-6	-9	-2	0.0
3	Cc1cc(NC(=O)CSc2nc3c(c(=O)n2CCc2ccccc2)SC(C)C3)no1 (configuration not stated)	-5	4	-0.1	20	103	/	-4	2	0.5
4	COc1ccc(C2=NN3C(C2)c2ccccc2OC3c2cccs2)cc1 (configuration not stated)	13	-12	0.2	4	91	-7	1	-4	-0.5
5	O=C(/C=C/c1ccc(Cl)cc1)N1CCN(c2c(Cl)cccc2[N+](=O)[O-])CC1	-8	1	-1.9	23	103	-5	2	-10	-0.8
6	O=S(=O)(c1cccc(Br)c1)N1CCN(CCc2ccccc2)CC1	-10	1	-0.1	-7	97	-10	7	-8	1.0
7	COC(=O)c1ccccc1NC(=O)c1cc2nc(C3CC3)cc(C(F)(F)F)n2n1	-13	3	0.3	-4	104	-4	-5	-7	-0.8
8	Cc1cc(O)c(/C=N/c2ccccn2)c(=O)o1	-1	17	1.3	17	105	-2	2	-7	1.3
9	CCOc1ccc(S(=O)(=O)N2CCN(C(=O)C3CC3C)CC2)cc1 (configuration not stated)	/	/	0.7	/	/	-4	/	-1	1.1
10	Cc1c(CN2CCC(n3nccc3NC(=O)C3CCOC3)CC2)[nH]c2ccccc12 (configuration not stated)	-10	4	/	-1	102	-4	2	/	/
11	CSC1=NCCCN1C(=O)c1c(-c2ccccc2Cl)noc1C	-3	6	-0.7	38	101	2	-15	0	0.4
12	Cc1cc(Br)ccc1NC(=S)NC1CCCC1	-16	-6	-0.2	5	94	-3	3	-2	11
13	Cc1cc2nncn2c(Cc2ccccc2)n1	-6	8	0.3	-2	112	-4	-4	-6	0.5
14	Cc1ccc(C)c(NC(=O)CN(C)C(=O)c2cc(-c3cccs3)nn2-c2ccccc2)c1	-5	7	-2.1	7	107	-2	2	-5	0.3
15	CCN(CC)c1ncn(Cc2c(Cl)cccc2Cl)c2ncnc1-2	-10	0	-1.8	10	100	7	0	0	-0.3
16	CC1CCCN(S(=O)(=O)c2ccccc2[N+](=O)[O-])C1 (configuration not stated)	-4	-2	-1.2	-37	98	-10	7	-3	0.8
17	Cn1cc(CN2C[C@H]3CC[C@H]2C3)c(-c2ccccc2F)n1	-5	-8	1.3	-3	94	-6	-14	0	-0.2
18	CCOc1ccc(CCNC(=O)c2ccc(Cl)c(S(=O)(=O)N3CCOCC3)c2)cc1OCC	/	/	-0.9	/	/	-6	/	4	3.0
19	c1ccc(-c2csc(Nc3cccnc3)n2)nc1	-5	-9	-0.4	14	84	-5	1	-8	-0.8
20	Cc1cc(NC(=O)CSc2n[nH]c(-c3ccccc3Br)n2)no1	/	/	0.0	/	/	-6	/	5	-0.5
21	Cc1noc(C)c1COc1cccc(C(=O)OC(C)C(=O)Nc2c(C)n(C)n(-c3ccccc3)c2=O)c1 (configuration not stated)	-19	2	-0.9	-1	97	0	2	-7	-1.1
22	Cn1c(=O)c2c(nc(Cl)n2CC(=O)NC2(C#N)CCCCC2)n(C)c1=O	/	/	0.1	/	/	-3	/	-2	1.6
23	CN(C(=O)COC(=O)c1ccccc1OCc1ccc(F)cc1)C1CCS(=O)(=O)C1 (configuration not stated)	/	/	-1.2	/	/	-2	/	-2	0.5
24	O=C(Nc1ccc(OC(F)F)cc1)c1cc(S(=O)(=O)N2CCCCC2)ccc1N1CCOCC1	/	/	-1.4	/	/	-3	/	-1	-1.3
25	Cc1cccc(NC(=S)NCCc2ccc(S(N)(=O)=O)cc2)c1C	-6	1	-0.1	10	108	0	4	-3	0.4
26	COc1cc(C(=O)NNC(=S)Nc2ccc(S(N)(=O)=O)cc2)cc(OC)c1OC	-8	-6	0.0	2	90	-6	17	5	-0.1
27	COc1cccc(/C=C/C(=O)c2ccc(NS(=O)(=O)c3ccc(C)cc3)cc2)c1	-6	22	0.1	29	112	-1	2	-7	-0.2
28	c1ccc2c(-c3csc(-c4ccncc4)n3)c[nH]c2c1	8	-6	-0.3	-5	95	-5	-9	-5	-0.2
29	Cc1ccc(O)c(CNn2cnnc2)c1	-1	0	-0.7	5	94	-9	-3	-4	0.1
30	Cc1cccc(Nc2nc(N)nc(CN3CCN(C)CC3)n2)c1	-8	-4	0.0	21	98	-5	-2	-2	5.7
31	CC(=O)c1c(C)nn(C(C)CC(=O)O)c1C (configuration not stated)	-15	3	-0.1	0	100	-2	4	-13	0.2
32	Cc1onc(-c2ccccc2Cl)c1C(=O)Nc1ccccc1O	-18	3	4.0	-8	90	-9	2	-10	6.6
33	COc1ccc(OCCNC(=O)/C=C/c2ccc([N+](=O)[O-])cc2)cc1	1	-2	1.6	35	98	-5	3	-7	2.1
34	NC(=O)C[C@@H]1NC(=O)CNC(=O)c2cc([N+](=O)[O-])cc(I)c2NCCC(C(N)=O)NC1=O (some centres not stated)	-9	-5	0.2	23	95	-7	7	-1	-0.3
35	CCOCCCNc1ncnc2c1[nH]c1ccccc12	23	1	9.4	4	105	0	-3	-15	10
36	C/C(=N\NC(=O)c1cccc(S(=O)(=O)Nc2cccc(Cl)c2)c1)c1cccs1	10	-2	1.0	35	99	-4	-3	-10	1.4
37	COc1ccccc1NC(=O)N1CCCC1C(=O)Nc1ccc2c(c1)OCCO2 (configuration not stated)	-12	3	-0.3	7	101	5	-2	-3	-0.3
38	CN1CCN(S(=O)(=O)c2ccc3ccccc3c2)CC1	4	3	-1.5	20	101	3	-2	9	-0.2
39	O=C(NCCCN1CCOCC1)c1cc(-c2ccc(F)cc2)nc2ccccc12	/	/	0.4	/	/	-2	/	-6	1.1
40	CC(C(=O)Nc1ccc2c(c1)OCO2)N1CCC(N2CCCCC2)CC1 (configuration not stated)	/	/	0.8	/	/	-4	/	-5	0.2
41	CCOC(=O)c1ccc(NC(=S)NN2CCOCC2)cc1	2	0	-0.4	22	102	-2	-1	-5	1.1
42	Cc1cc2c(cc1S(=O)(=O)Nc1cccc(F)c1C)NC(=O)CO2	-12	-3	0.6	0	95	-8	5	-23	1.9
43	CC(=O)Oc1cccc(/C=N\NC(=O)C(=O)N/N=C/c2cccc(OC(C)=O)c2)c1	/	/	-0.3	/	/	-7	/	-5	0.6
44	COc1ccc(/C(C)=N/NC(=O)CNC(=O)C(c2ccccc2)c2ccccc2)c(OC)c1	-6	-2	0.7	29	98	-2	1	-14	3.2
45	COc1cc(C2NC(=O)NC(c3ccccc3)=C2C(C)=O)cc([N+](=O)[O-])c1O (configuration not stated)	-1	-2	1.1	-13	98	-6	11	-9	-0.4
46	Fc1ccccc1COc1cccc(/C=N/n2cnnc2)c1	-14	-5	2.6	-1	94	-4	-10	-2	3.0
47	Cc1ccc(S(=O)(=O)Nc2nc3ccccc3nc2Nc2cccc(S(=O)(=O)N3CCCC3)c2)cc1	5	-7	2.6	7	90	-5	-20	-6	-0.2
48	CCOC(=O)c1c(C)[nH]c(C)c1C(=O)COc1ccc(NC(=O)c2ccco2)cc1	6	1	-0.5	30	103	-5	13	-5	0.6
49	O=C(Nc1ccc(Cl)cc1)N1CCCC(Cn2cccc2)C1 (configuration not stated)	-1	-4	2.6	-6	97	2	6	-7	8.1
50	Cc1ccc(-n2c(C)c([N+](=O)[O-])c3ccc(O)c(CN(C)C)c32)cc1	0	7	1.0	10	115	-4	-7	-1	2.6

# (next part)
No.	Structure	GPR7 antag	MEKK2 mut-MEK5	OXTR agonist	NALP1 yeast inh	MEKK2 WT-MEK5	GalR3 antag	PfM18AAP inh	OXTR potentiate	V1aR counter
51	CCCCC[C@@H]1C=C(C(=O)O)[C@H](c2ccc(Cl)c(Cl)c2)N1S(=O)(=O)c1ccc(C)cc1	/	/	-0.6	/	/	-7	/	-10	1.2
52	O=C(COc1cc2oc(=O)cc(-c3ccccc3)c2cc1Cl)NCCN1CCOCC1	-16	2	1.6	15	104	-2	6	-8	0.4
53	CC(=O)Nc1ccc(NC(=O)c2ccc3c(c2)C(=O)N(c2ccccc2C)C3=O)cc1	-6	11	0.2	3	107	-10	11	-10	0.3
54	COc1ccc2c(CC(=O)OCC(=O)Nc3cc(C)c(C)cc3[N+](=O)[O-])coc2c1	-11	-2	-0.6	37	100	-8	3	-5	1.8
55	O=C(Nc1ccc(F)cc1)c1ccc(-n2ccnc2)nc1	-3	1	0.2	2	105	-5	2	-16	0.2
56	O=C(CCC(=O)Nc1ccc(F)cc1)N/N=C/c1cccc(Br)c1	14	4	0.8	-3	102	-14	4	-11	2.2
57	Cc1ccc(C(c2sc3nc(C)nn3c2O)N2CCN(C(=O)c3ccco3)CC2)cc1 (configuration not stated)	-15	-5	-0.8	5	86	-6	11	-2	0.4
58	N#CC1=C(SCc2ccc(C#N)cc2)N=C(N)C(c2nc(-c3ccccc3)cs2)C12CCCCC2 (configuration not stated)	28*	-1	-0.6	13	94	-3	0	-5	0.8
59	O=P(O)(CCc1ccccc1)C(O)c1ccccc1 (configuration not stated)	-12	3	-0.6	10	102	-1	-8	-17	0.2
60	CCCCNC(=O)c1ccc2c(c1)N(CC)C(=O)CS2	-3	4	0.6	17	96	-5	-1	-2	1.3
61	CCOC(=O)c1ccc(NC(=O)Cn2ccc([N+](=O)[O-])n2)cc1	-6	7	0.5	-13	104	-1	5	-2	2.0
62	S=C(NCc1ccco1)Nc1ccccn1	-9	1	-0.2	14	99	-11	10	-1	0.3
63	Cc1ccc(N(C(=O)c2cnccn2)C(C(=O)NC2CCCCC2)c2ccc(O)cc2)cc1 (configuration not stated)	-3	-9	-1.1	-7	90	-6	2	-16	-0.1
64	C=CCn1c(=O)c2ccccc2n2c(SCC(=O)N3CCCc4ccccc43)nnc12	0	1	-2.5	0	106	-2	-8	-11	-0.5
65	COC(=O)c1cc2c(C)nn(-c3ccccc3)c2s1	-13	-8	0.1	7	100	-2	-6	1	0.4
66	CCN(CC(=O)NC(C)C)C(=O)[C@H](C)NC(=O)c1ccc(Br)cc1	7	-3	-0.8	-9	73	-1	-9	-9	1.0
67	CC(=O)NC(Cc1ccccc1)C(=O)OCC(=O)c1ccc(Cl)cc1 (configuration not stated)	0	-1	-0.5	17	99	5	0	1	1.5
68	CC(Oc1cccc(F)c1)C(=O)/C=C\N(C)C (configuration not stated)	-3	-1	3.7	21	93	0	0	-8	2.4
69	S=c1[nH]ncn1-c1ccccn1	-9	-1	-0.5	-13	93	4	4	-7	0.5

# Down the list, from the results shown.
# Nos. 55–63 in OXTR agonist read 0.2, 0.8, -0.8, -0.6, -0.6, 0.6, 0.5, -0.2, -1.1
# Nos. 55–63 in MEKK2 mut-MEK5 read 1, 4, -5, -1, 3, 4, 7, 1, -9
# Nos. 55–63 in OXTR potentiate read -16, -11, -2, -5, -17, -2, -2, -1, -16

# Structures listed so far printed as active in GPR7 antag:
no.	compound	GPR7 antag	MEKK2 mut-MEK5	NALP1 yeast inh	MEKK2 WT-MEK5	GalR3 antag	PfM18AAP inh	OXTR potentiate
58	N#CC1=C(SCc2ccc(C#N)cc2)N=C(N)C(c2nc(-c3ccccc3)cs2)C12CCCCC2 (configuration not stated)	28*	-1	13	94	-3	0	-5
